Bioassay records from PubChem BioAssay.
Menin-MLL TR inh: inhibitors of human menin-MLL interaction, mutant MLL peptide | O00255 | Menin + Texas Red MLL mutant peptide, fluorescence polarization | Potency, µM (doses to about 61.6 µM), for the others: at the top dose FP activity change, negative = inhibition, usual class: inhibitors | 270,000 compounds, 0.23% hits; active = well fitted inhibition curve with a large enough effect in the polarisation, with a control signal flat, not every such curve was filed as active; inconclusive = small, poorly fitted or top-dose-only effect, or effect the other way, or a change in a side signal; inactive = no such curve, though single readings can be large or run the other way; the % refers to the polarisation; note: potency is the fitted concentration of half-maximal effect; % of control where 0% means no effect; many of its hits are not listed in these tables
Target sequence (O00255 whole entry, looked up): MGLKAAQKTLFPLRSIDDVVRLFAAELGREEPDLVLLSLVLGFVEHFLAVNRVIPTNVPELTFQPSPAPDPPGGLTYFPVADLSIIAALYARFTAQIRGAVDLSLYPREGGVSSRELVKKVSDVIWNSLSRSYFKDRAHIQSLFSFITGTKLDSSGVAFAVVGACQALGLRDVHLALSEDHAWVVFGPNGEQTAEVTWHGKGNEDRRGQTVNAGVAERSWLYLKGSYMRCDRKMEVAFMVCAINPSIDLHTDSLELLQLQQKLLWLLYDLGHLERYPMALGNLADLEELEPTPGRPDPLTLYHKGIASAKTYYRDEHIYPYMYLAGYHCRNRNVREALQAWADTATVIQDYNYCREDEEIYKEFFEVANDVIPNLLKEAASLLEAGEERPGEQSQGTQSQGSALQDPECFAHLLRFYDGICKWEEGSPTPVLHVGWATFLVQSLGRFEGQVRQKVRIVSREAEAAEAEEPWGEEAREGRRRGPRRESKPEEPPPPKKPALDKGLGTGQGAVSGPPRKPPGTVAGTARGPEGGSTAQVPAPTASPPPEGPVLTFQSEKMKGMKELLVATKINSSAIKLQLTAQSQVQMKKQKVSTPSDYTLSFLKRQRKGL
Coupling enz: inhibits coupling enzyme system, counter-screen for aldolase hits; AID 2472; coupling enzyme system counterscreen, AmpLite Red fluorescence; activity change, negative = inhibition, % at 58.2 µM, hits read low; 290,000 compounds, 0.67% hits; in the data active = activity change below about -30%; note: % is set by controls: 0 for no effect and ±100 for the full control effect
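Final compound at 57.5 uM, incubated 10 min at RT with coupling enzyme reagent (glyceraldehyde-3-phosphate), then 20 min with substrate and AmpLite Red detection. Fluorescence read at 525/598 nm; tests interference with the coupling assay, not aldolase inhibition.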
An asterisk follows results filed as active; ? = inconclusive; & = joins results of further samples; [ ] = another dose, or the depositor's remark.

SMILES	Menin-MLL TR inh	Coupling enz
Cc1noc(C)c1C(=O)N1CCC2(CC1)CCN(C(c1ccccc1)c1ccccc1)CC2	?	5
COC(=O)C1(C(=O)OC)C/C=C\Cc2ccccc2[C@@H]1C[N+](=O)[O-]	?	2&3&1
CC(C)=CCCC1(C)C=Cc2c(O)c3c(c(CC=C(C)C)c2O1)OC12C(=CCCC1C(C)(C)O[C@@]2(C/C=C(\C)C(=O)O)C(=O)O)C3=O (stereo partly drawn)	9%	3
COc1ncc2nc(C)c(=O)n(C)c2n1	-1%	0
COC(=O)C1=C(C)NC(C)=C([N+](=O)[O-])[C@H]1c1ccccc1C(F)(F)F	4%[24.8 µM]	-5
CN1CCN(c2ncc3nc(-c4cn(C)c5ccccc45)c(=O)n(Cc4cccs4)c3n2)CC1	2%	0
CC(C)[C@H](NC(=O)[C@@H]1CSSC[C@H](NC(=O)[C@H](CC(=O)O)NC(=O)[C@H](C)NC(=O)[C@@H](NC(=O)CNC(=O)[C@H](C)N)[C@@H](C)O)C(=O)N[C@@H](Cc2ccccc2)C(=O)N[C@@H](Cc2c[nH]c3ccccc23)C(=O)N[C@@H](CCCCN)C(=O)N[C@@H](Cc2ccc(O)cc2)C(=O)N1)C(=O)O	-10%	5
CC1(C)OC(=O)C=C[C@@]2(C)C1C[C@@H](O)[C@]1(C)C2CC[C@@]2(C)C(c3ccoc3)OC(=O)[C@H]3O[C@]321 (stereo partly drawn)	7%	-4
CN1CCN(c2ccnc(-c3cccc(NS(C)(=O)=O)c3)n2)CC1	?	0
COc1ccccc1-c1nccc(N2CCN(C)CC2)n1	-7%	0
CN(C)c1ccc(-c2nc(NC3CCNCC3)c3ccccc3n2)cc1	-23%	-10
COc1ccc(Oc2ncc3ncc(=O)n(CCC#N)c3n2)cc1	14%	-3
COC1=C2C[C@@H](C)C[C@H](OC)[C@H](O)[C@@H](C)/C=C(\C)[C@H](OC(N)=O)[C@@H](OC)/C=C\C=C(/C)C(=O)NC(=CC1=O)C2=O	-25%	-65*
CCCCC(CC)C/C=C1\CC(C(=O)OCC)Oc2ccccc21 (stereo not drawn) (tested in a mixture with another compound)	-17%[94.6 µM]	-3
O=C(Nc1cccc(F)c1)N1CC[C@@]2(CCCN(C(=O)c3csnn3)C2)C1	8%	2
Cc1ccc(S(=O)(=O)n2c3ccccc3c3nnc(C(=O)c4ccccc4)nc32)cc1	14%[11.7 µM]	-1
COc1cc2c(c(OC)c1OC)-c1c(cc3c(c1OC)OCO3)CC(C)C(C)(O)C2OC(=O)c1ccccc1 (stereo not drawn)	-17%	-1
COc1cc(O)c(C(=O)/C=C/c2ccccc2)c(O)c1	-3%[11.7 µM]	0
CN(C)Cc1ccccc1-c1cncnc1Nc1ccncc1	5%	2
O=C(Oc1ccccc1)N1CCC[C@@]2(CCN(c3ccncc3)C2)C1	-9%	2
CCCCC1=CC2=C(OC(C)=O)C(=O)C(C)(OC(=O)C3CCCC3)C(=O)C2=CO1 (stereo not drawn)	-1%	0
CC(Nc1oc(-c2ccccc2)nc1-c1ccc(C(F)(F)F)cc1)c1ccccc1 (stereo not drawn)	1%	0
Cc1nc2cnc(N3CCNCC3)nc2n(Cc2ccc(F)cc2)c1=O	-9%	0
CC1CC[C@@]2(OC1)OC1CC3C4CC=C5CC(O)CC[C@@]5(C)C4CC[C@]3(C)C1C2C (stereo partly drawn)	-14%	0
COc1ccc(C(=O)N2CCC3(CCCN(C)C3)CC2)cc1	-7%	1

Given field by field: part of the list above
CC1CC[C@@]2(OC1)OC1CC3C4CC=C5CC(O)CC[C@@]5(C)C4CC[C@]3(C)C1C2C (stereo partly drawn)
  Menin-MLL TR inh = -14%
  Coupling enz = 0
Cc1noc(C)c1C(=O)N1CCC2(CC1)CCN(C(c1ccccc1)c1ccccc1)CC2
  Menin-MLL TR inh = ?
  Coupling enz = 5
CC1(C)OC(=O)C=C[C@@]2(C)C1C[C@@H](O)[C@]1(C)C2CC[C@@]2(C)C(c3ccoc3)OC(=O)[C@H]3O[C@]321 (stereo partly drawn)
  Menin-MLL TR inh = 7%
  Coupling enz = -4
CN(C)Cc1ccccc1-c1cncnc1Nc1ccncc1
  Menin-MLL TR inh = 5%
  Coupling enz = 2

Remaining list, next part
SMILES	Menin-MLL TR inh	Coupling enz
CN(C)c1ccc(-c2nc(N3CCNCC3)c3ccccc3n2)cc1	-17%	-10
COC(=O)CCC(C)C1CCC2C3CC[C@H]4CC(O)CC[C@@]4(C)C3CC(O)[C@]12C (stereo partly drawn)	-22%	5
Cc1nc2cnc(N3CCN(C)CC3)nc2n(CCC#N)c1=O	-1%	1
O=C(c1cnccn1)N1CCC2(CCCN(C(c3ccccc3)c3ccccc3)C2)CC1	?	1
O=C(c1ccco1)N1CCC2(CCCN(C(c3ccccc3)c3ccccc3)C2)CC1	?	-2
Cc1o[nH]c(=O)c1CC[C@H](N)C(=O)O	0%[24.8 µM]	1
N#Cc1cccc(NC(=O)N2CCC3(CC2)CCN(C(=O)c2csnn2)CC3)c1	3%	3
CCCCCCCCCCCCC(C(=O)O)C(C)C(=O)O (stereo not drawn)	-5%	19
CN(C)c1ncc2nc(-c3ccc(Cl)cc3)c(=O)n(-c3ccccc3)c2n1	-3%	3
COc1cccc(Nc2ncc3nc(-c4ccccc4)c(=O)n(C[C@H]4CCCO4)c3n2)c1	?	-1
COCC(=O)N1CCC2(CC1)CCN(C(=O)NC(C)C)CC2	7%	0
COc1cccc(-c2cncnc2Nc2ccc(F)cc2)c1	-7%	-4
COc1cccc(-c2cc(NCc3cccs3)ncn2)c1	8%	1
N#Cc1cccc(-c2ccc3ncnc(NC4CCNCC4)c3c2)c1	-6%	-2
CCOC(=O)C1Oc2ccccc2C(c2ccccc2)=C1C(C)=O (stereo not drawn)	-6%[94.6 µM]	6
CN(C)c1ncc2nc(-c3ccccc3)c(=O)n(-c3ccccc3)c2n1	2%	1
C#CCCCO/N=C1/C[C@@H](O)[C@@H](O)[C@@H]2[C@@H]3C(=O)N(C[C@@H]4CCCO4)C(=O)[C@H]3CC[C@@H]12	-1%[11.7 µM]	0
COc1ccc2c(=O)cc(-c3ccccc3)oc2c1O	17%[24.8 µM]	-2
c1nc(N2CCOCC2)c2cc(-c3ccoc3)ccc2n1	-1%	1
O=C(c1cnccn1)N1CCC2(CCN(Cc3ccccc3)CC2)CC1	2%	1
CN(C)Cc1ccccc1-c1nc(N(C)C)c2ccccc2n1	1%	-2
C=C(C)C(=O)OCC1CN2C(CCC(C)C2c2ccc(Br)cc2)C(=O)O1 (stereo not drawn)	-1%&0%&-2%[11.7 µM]	0&5&1
CC[C@H](C)[C@H](NC(=O)[C@H](CCC(=O)O)NC(=O)CNC(=O)[C@@H](NC(=O)[C@H](CCC(=O)O)NC(=O)[C@H](CCC(=O)O)NC(=O)[C@H](CC(C)C)NC(=O)CNC(=O)[C@@H]1CCCN1C(=O)[C@H](CCC(=O)O)NC(=O)[C@@H](N)[C@@H](C)O)C(C)C)C(=O)N[C@@H](CCC(=O)O)C(=O)N[C@@H](CCC(N)=O)C(=O)N[C@@H](CCCCN)C(=O)N[C@@H](CCC(N)=O)C(=O)N[C@@H](CC(C)C)C(=O)N[C@@H](CCC(N)=O)C(=O)O	-4%	-3
CCc1cc2c(nc1CC)CCN(CC/C(C)=N/O[C@@H]1O[C@H](COC(C)=O)[C@H](OC(C)=O)[C@H](OC(C)=O)[C@H]1OC(C)=O)C2	-8%[11.7 µM]	-1
COC(=O)C(C(=O)OC)C1O[C@@]23COCCC2(C)C3c2ccccc21 (stereo partly drawn)	-4%[11.7 µM]	-2

Next structures:
SMILES	Menin-MLL TR inh	Coupling enz
C=C1C[C@@]23CC4C5[C@@]6(C)C[C@H](O)C[C@@]57C2[C@H](O)[C@@H]1[C@H](O)[C@H]3[C@H]7N4C6	1%	4
O=C(O)c1ccccc1Nc1ccc(CCc2ccc(Cl)c(Cl)c2)cc1	?	11
COC(=O)c1cc(=O)c(O)c2c(O)c(O)ccc2c1	?	-31*
CN1CCN(c2nc(-c3ccccc3C(F)(F)F)nc3ccccc23)CC1	-1%	1
COc1ccc([N+](=O)[O-])c2c1CCN2C(=O)CC[C@H](N)C(=O)O	12%[24.8 µM]	0
C/C(CCN1CCc2nc(-c3ccccc3)c(-c3ccccc3)cc2C1)=N\O[C@@H](C)c1cn([C@@H]2COC[C@@H]2O)nn1	-7%[11.7 µM]	-1
COc1cc(O)c(C(=O)/C=C\c2ccc3c(c2)OCO3)c(OC)c1	-10%[11.7 µM]	5
CC(C)CO/N=C1/C[C@@H](O)[C@@H](O)[C@@H]2[C@@H]3C(=O)N(Cc4ccccc4)C(=O)[C@H]3CC[C@@H]12	1%[11.7 µM]	2
COc1ccc(C(=O)N2CCC3(CCCN(Cc4ccccc4)C3)CC2)cc1	0%	1
CCOC(=O)CCN1C(=O)[C@H]2[C@H]3[C@H](O)[C@H](O)C/C(=N/OC[C@@H](O)COCc4ccco4)[C@H]3CC[C@@H]2C1=O	0%[11.7 µM]	-1
OC[C@H]1NC[C@@H](O)[C@@H](O)[C@@H]1O	-2%	-3
Nc1ncnc2c1ncn2C1CC(O)C(CO)O1 (stereo not drawn)	9%[24.8 µM]	8&-3
Fc1ccc(Nc2nc(-c3ccoc3)nc3ccccc23)cc1	?	1
CCC(C)c1cc([N+](=O)[O-])cc([N+](=O)[O-])c1OC(C)=O (stereo not drawn)	10%	1
COc1ccc(-c2nc3cnc(OC)nc3n(-c3ccccc3)c2=O)cc1	-16%	4
CNc1cc(-c2c(C)noc2C)ncn1	-4%	1
COCCn1c(=O)c(-c2ccccc2)nc2cnc(OCc3ccccc3)nc21	23%	1
Cc1nc2cnc(N(C)C)nc2n(C2CC2)c1=O	1%	2
COc1ccc2[nH]cc(CCNc3nc(-c4ccccc4OC)nc4ccccc34)c2c1	22%	0
CC(=O)CCOC1CCCCO1 (stereo not drawn)	-13%	-2
COCCn1c(=O)c(-c2ccc(OC)cc2)nc2cnc(Oc3cccc(Cl)c3)nc21	3%	0
CC(C)=NOCc1ccc(-c2cn([C@@H]3COC[C@@H]3O)nn2)cc1	2%[11.7 µM]	-5
NC(N)=NCCC[C@H](N)C(=O)NCC(=O)N[C@@H](CC(=O)O)C(=O)N[C@@H](CO)C(=O)O	6%	1
COc1ncc2nc(-c3cn(C)c4ccccc34)c(=O)n(CCc3ccccc3)c2n1	4%	0
N#Cc1cccc(NC(=O)N2CCCC3(CCN(C(=O)c4cccc(F)c4)CC3)C2)c1	6%	0

Additional records
SMILES	Menin-MLL TR inh	Coupling enz
C=C1C2CC[C@@]3(C)C(c4ccoc4)OC(=O)C[C@@]13OC1CC(=O)C(C)(C)C(C(O)C(=O)OC)[C@]12C (stereo partly drawn)	-11%	-1
COc1cccc([C@@H]2Oc3ccc(Br)cc3C(=O)[C@H]2OC(=O)NCc2ccc3c(c2)OCO3)c1	46%[activator]	1
CS(=O)(=O)N1CCC2(CCN(c3ccccc3)CC2)CC1	-3%	5
CCCCn1c(=O)c2[nH]c(C34CC5CC(CC3C5)C4)nc2n(CCCO)c1=O	-1%	6
CC(=O)NCCNc1nc(-c2ccccc2Cl)nc2ccccc12	13%	-2
O=c1c(-c2ccc(Cl)cc2)nc2cnc(N3CCNCC3)nc2n1CCc1ccccc1	7%	-2
C[C@@H]1C[C@@H]([C@@H](C)CC2CC(=O)NC(=O)C2)C(=O)[C@@H](C)C1	5%	2
CN1CCN(c2ncc3nc(-c4ccccc4)c(=O)n(C)c3n2)CC1	0%	5
COC(=O)N1CCC2(CCN(C(=O)NC(C)C)CC2)CC1	-6%	1
COc1ccccc1C1=Nn2c(nnc2-c2cccc(OC)c2OC)SC1	-27%	-1
Cc1noc(C)c1-c1nc(NCc2ccccc2)c2ccccc2n1	49%[activator]	-2
CCCCCCCC/C=C\CCCCCCCCOC[C@H](COP(=O)([O-])OCC[N+](C)(C)C)OC(C)=O	0%	0
O=c1[nH]c(=O)n([C@@H]2O[C@H](CO)[C@@H](O)[C@H]2O)cc1F	12%[24.8 µM]	1
O=c1cc(-c2ccccc2O)oc2cc(O)ccc12	?	5
COc1ccc(C2=Nn3c(nnc3-c3cc(OC)cc(OC)c3)SC2)cc1	-27%	-2
COC(=O)[C@H]1O[C@@H](c2cc(OC)c(C)c(OC)c2OCc2ccccc2)[C@H](C)[C@@H]2O[C@]12C	7%	0
CCOC(=O)CNC(=O)O[C@@H]1C(=O)c2cc(Br)ccc2O[C@H]1c1cccc(OC)c1	-13%	3
C/C1=C\[C@@H](O)C(C(C)C)C(OC(=O)c2ccc(O)cc2)C/C(C)=C/CC1 (stereo partly drawn)	17%	1
CN1CCN(c2ncc3nc(-c4cc(F)cc(F)c4)c(=O)n(-c4ccccc4)c3n2)CC1	0%	4
COc1ccc([C@@H](C)C(=O)c2ccc(O)cc2O)cc1	8%	-3
O=C(/C=C/c1cccc([N+](=O)[O-])c1)c1ccccc1	7%	1

Arranged by SMILES length (low to high): part of the list above
SMILES	Menin-MLL TR inh	Coupling enz
O=C(/C=C/c1cccc([N+](=O)[O-])c1)c1ccccc1	7%	1
CN1CCN(c2ncc3nc(-c4ccccc4)c(=O)n(C)c3n2)CC1	0%	5
COc1ccc(C2=Nn3c(nnc3-c3cc(OC)cc(OC)c3)SC2)cc1	-27%	-2
CCCCn1c(=O)c2[nH]c(C34CC5CC(CC3C5)C4)nc2n(CCCO)c1=O	-1%	6
COc1cccc([C@@H]2Oc3ccc(Br)cc3C(=O)[C@H]2OC(=O)NCc2ccc3c(c2)OCO3)c1	46%[activator]	1
COC(=O)[C@H]1O[C@@H](c2cc(OC)c(C)c(OC)c2OCc2ccccc2)[C@H](C)[C@@H]2O[C@]12C	7%	0

Some of the compounds tested (hit frequency here may not be typical).
